TRHR agonist – qHTS for Small Molecule Agonists and Allosteric Enhancers of Human TRH Receptor: Primary Screen for Agonists | Thyrotropin-releasing hormone receptor (Homo sapiens), P34981 | TRHR cells, calcium flux fluo-8, FDSS agonist mode | activation, % at 2 µM | hit rate 0.18% among 360,000; note: 0% is about no effect
Target sequence (P34981 whole entry, looked up): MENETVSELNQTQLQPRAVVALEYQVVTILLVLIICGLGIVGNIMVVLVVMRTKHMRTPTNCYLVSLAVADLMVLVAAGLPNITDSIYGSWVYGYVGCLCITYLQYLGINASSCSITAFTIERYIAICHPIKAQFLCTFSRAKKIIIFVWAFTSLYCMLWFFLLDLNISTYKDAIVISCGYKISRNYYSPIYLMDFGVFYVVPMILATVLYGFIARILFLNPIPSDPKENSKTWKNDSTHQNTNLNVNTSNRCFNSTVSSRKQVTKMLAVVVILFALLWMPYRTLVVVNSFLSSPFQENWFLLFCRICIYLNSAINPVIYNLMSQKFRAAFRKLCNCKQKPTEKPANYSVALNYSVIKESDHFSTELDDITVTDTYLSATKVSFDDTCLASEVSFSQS
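Steps: seed TRHR cells overnight; add fluo-8 no-wash Ca dye, RT 30 min–1.5 h; record 10 s baseline; pin-transfer compounds; monitor fluorescence 1 cycle/s for the agonist window. Calcium increases flag candidate agonists.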
RXFP1 antag – qHTS Assay for Antagonists of the Relaxin Receptor RXFP1. Relaxin receptor 1 (Homo sapiens), Q9HBX9. HEK293-RXFP1, relaxin-stimulated cAMP HTRF, 30 min; hits give low values. activity change, negative = inhibition, % at 57.5 µM. hit rate 0.59% among 350,000;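 active = activity change of -60% or lower, but not beyond a set lower limit; inconclusive = change between -60% and -40%, or beyond the set limit; inactive = change above -40%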; note: % is set by controls: 0 for no effect and ±100 for the full control effect
D2 potentiator – HTS Assay for Positive Allosteric Modulators of the Human D2 Dopamine Receptor: Primary Screen for Potentiators | D(2) dopamine receptor (Homo sapiens), P14416 | HEK293 T-REx D2, calcium flux, EC20 dopamine potentiation | potentiation, % at 10 µM | hit rate 0.34% among 340,000 | AID 485347, 2010;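 active = potentiation over 3 SD above the plate norm, cut at about 30% in these data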; note: 0% is about no effect
Target sequence (P14416 whole entry, looked up): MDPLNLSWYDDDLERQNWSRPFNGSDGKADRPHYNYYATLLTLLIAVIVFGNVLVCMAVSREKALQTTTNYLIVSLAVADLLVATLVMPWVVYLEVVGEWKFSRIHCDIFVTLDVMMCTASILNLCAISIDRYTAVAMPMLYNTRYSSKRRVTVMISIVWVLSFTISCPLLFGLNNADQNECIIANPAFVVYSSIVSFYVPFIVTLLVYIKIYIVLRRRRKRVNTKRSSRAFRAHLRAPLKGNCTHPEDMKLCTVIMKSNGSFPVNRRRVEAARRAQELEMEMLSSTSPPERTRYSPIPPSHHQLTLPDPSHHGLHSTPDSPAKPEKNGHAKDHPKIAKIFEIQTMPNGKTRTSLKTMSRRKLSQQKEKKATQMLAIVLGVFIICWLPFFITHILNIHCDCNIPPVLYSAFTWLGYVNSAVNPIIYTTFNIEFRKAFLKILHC
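Using a no-wash calcium dye in inducible, force-coupled HEK293 Trex cells expressing D2, we tracked fluorescence each second for 180 s after compound, then for 180 s after EC20 dopamine to detect augmented signalling.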
D1 ag – Allosteric Agonists of the Human D1 Dopamine Receptor: qHTS; D(1A) dopamine receptor (Homo sapiens), P21728; HEK293 T-REx D1 cells, calcium flux, agonist mode; activation, % at 2 µM; hit rate 1% among 360,000; note: 0% is about no effect
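Inducible HEK293 T-REx D1 cells, force-coupled to calcium signalling, were plated at 4000 cells/well with tetracycline and held overnight at 30 C. After no-wash calcium dye loading, compound-evoked calcium rise over 180 s flagged agonists.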
D2 agonist – HTS Assay for Allosteric Agonists of the Human D2 Dopamine Receptor: Primary Screen for Agonists; D(2) dopamine receptor (Homo sapiens), P14416; HEK293 T-REx D2 cells, calcium flux agonist mode; activation, % at 2 µM; hit rate 0.53% among 340,000;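 active = activation over 3 SD above normal in the single-dose calcium agonist read, cut at about 30% in these data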; note: 0% is about no effect
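Agonism scored from kinetic calcium signal (1 read/sec, 180 s) following compound pin transfer, after a 10 s baseline. Cells: HEK293 Trex line expressing inducible D2 receptor coupled to calcium, dye-loaded after overnight culture at 30 C.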
TRHR enhancer – qHTS for Small Molecule Agonists and Allosteric Enhancers of Human TRH Receptor: Primary Screen for Enhancers | AID 493056, 2011 | Thyrotropin-releasing hormone receptor (Homo sapiens), P34981 | hit rate 0.66% among 360,000 | enhancement, % at 2 µM | TRHR cells, fluo-8 calcium fluorescence, EC20 TRH enhancement; in the data active = enhancement above about 30%; note: 0% is about no effect
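TRHR-expressing cells loaded with fluo-8 calcium dye were read kinetically (ex 480/em 530) during compound addition, then stimulated with an EC20 of TRH (10 nM final). Enhancement of the Gq-mediated intracellular calcium response was scored.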
D1 potentiator – Potentiators of Human D1 Dopamine Receptor: qHTS; D(1A) dopamine receptor (Homo sapiens), P21728; potentiation, % at 10 µM; hit rate 0.036% among 360,000; AID 504651, 2011; HEK293 TREx D1 cells, calcium flux, dopamine EC20 potentiation; in the data active = potentiation above about 30%; note: 0% is about no effect
D2 antagonist – HTS Assay for Allosteric Antagonists of the Human D2 Dopamine Receptor: Primary Screen for Antagonists; HEK293 TREx D2 cells, calcium flux, dopamine EC80; AID 485344, 2010; D(2) dopamine receptor (Homo sapiens), P14416; inhibition, % at 10 µM; hit rate 2% among 340,000; in the data active = inhibition above about 30%; note: 0% is about no effect
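Antagonism is scored as inhibition of an EC80 dopamine-evoked calcium signal in a force-coupled, tetracycline-inducible HEK293 T-REx D2 line, with compound present 180 s before agonist.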
D1 antag – Antagonist of Human D 1 Dopamine Receptor: qHTS; HEK293 TREx D1 cells, calcium flux, dopamine EC80; hits give low values; activity change, negative = inhibition, % at 10 µM; hit rate 3.2% among 360,000; AID 504652, 2011; in the data active = activity change below about -30%; note: % is set by controls: 0 for no effect and ±100 for the full control effect
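Calcium flux readout: force-coupled, inducible Hek293 Trex D1 line, cells induced overnight at 30 C with tetracycline, dye-loaded 30–90 min at RT. Antagonism scored against EC80 dopamine challenge given 180 s after compound.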
The depositor's hits bear a star; ? = inconclusive; / = no result given; & = joins results of further samples. Cut-off read from the data, not from the text of the source, unless noted: active = activation above about 30%; inactive = the rest.

Compound	RXFP1 antag	D1 potentiator	D1 antag	D1 ag	D2 antagonist	TRHR agonist	D2 agonist	TRHR enhancer	D2 potentiator
CN1CCN(Cc2ccc(Br)s2)CC1	-11	-2	1	1	13	0.1	-1.1	1	-22
COC(=O)C(O)(c1ccc(NC(=O)c2cccs2)cc1)C(F)(F)F (configuration not stated)	-11	-13	-16	4	-1	0.5	0.3	0	-12
CC1CN=C(NC(C)c2ccccc2)S1 (configuration not stated)	16	-7	16	4	7	0.1	1.1	-1	4
CC(C)c1ccc(NC(=O)N2C[C@H]3C[C@@H](C2)c2cccc(=O)n2C3)cc1	/	1	-14	3	5	0.5	0.4	0	1
Cc1cccnc1-n1c(C)nc2ccccc2c1=O	4	-3	2	1	-7	0.8	0.4	1	-14
Cc1ccc2c(c1)C(Cc1nc3ccccc3c(=O)n1-c1ccc(Br)cc1)C(=O)N2 (configuration not stated)	-16	5	14	1	/	-0.6	/	-1	5
CC(C)Sc1nnc([C@@H](N)Cc2ccccc2)o1	3	-2	-11	75*	7	-1.1	1.6	10	9
CC(C)c1ccc(-n2c(O)c(/C=N/NC(=O)c3ccccc3O)c(=O)[nH]c2=S)cc1	-13	-2	2	6	6	-1.4	-1.2	3	-12
CCN1C(=O)C(=Cc2ccc(N3CCOCC3)o2)C(=O)N(CC)C1=S	-9	-2	-1	66*	-14	26	18	2	0
CCCc1cc(=O)oc2cc(OCC(=O)N3CCN(Cc4ccc5c(c4)OCO5)CC3)ccc12	-20	-6	-8	12	7	-0.1	-1.6	2	-5
Cc1cc(C)cc(NC2=NCCCS2)c1	-7	-2	-20	2	4	-0.1	0.3	-9	-11
CCOC(=O)c1c(C)n(Cc2ccccc2)c2ccc(O)cc12	-21	0	-8	0	0	-1.5	-0.6	-3	-2
CCOc1ccc(-n2c(O)c(C=Nc3ccc(N4CCOCC4)cc3)c(=O)[nH]c2=O)cc1	-13	-3	-12	3	21	2.0	1.3	2	4
Cn1c(O)c(/C=N/c2ncccn2)c(=O)n(C)c1=O	0	-4	-8	2	13	0.1	0.7	-6	-3
CCC(C)NS(=O)(=O)c1ccc(OCC(=O)N2CCN(CC)CC2)cc1 (configuration not stated)	-7	5	12	-1	0	-0.5	0.5	2	1
Cc1cccc(C2CC(=O)Oc3c2c(=O)oc2ccccc32)c1 (configuration not stated)	-5	2	9	0	/	-2.2	/	6	0
COc1ccc(NP(=O)(Oc2ccccc2OC)Oc2ccccc2OC)cc1	-9	-2	-13	0	-15	0.1	3.5	0	-6
Cn1ccc(NC(=O)CCl)n1	-4	-1	-13	3	-5	0.4	-0.3	1	6
Ic1ccccc1CN[C@@H]1C2CCN(CC2)[C@@H]1C(c1ccccc1)c1ccccc1	/	24	-31*	84*	14	-0.5	1.4	8	-9
COC(=O)CC1=C(C(=O)OC)C2(C(=O)Nc3c(C)cccc32)C(C#N)=C(N)O1 (configuration not stated)	-6	-13	-5	4	5	0.5	0.0	5	3
O=[N+]([O-])c1ccc(C[n+]2c(-c3ccccc3)cc(-c3ccccc3)cc2-c2ccccc2)cc1	/	-4	-11	1	/	-0.1	/	1	/
Cc1c(P(=S)(c2ccccc2)c2ccccc2)[n+]2ccccc2n1C	-2	3	-4	3	1	-0.1	-0.3	6	-6
CN(C)C(=O)Oc1ccc(Cl)c2cccnc12	-7	-4	-8	1	8	0.6	2.1	-4	/
C/C(=N\N1CCCCCC1)c1c(O)n(C2CCCCC2)c(=O)[nH]c1=O	-16	-1	7	1	10	-0.4	0.3	8	9
Cc1cc(NC(=O)c2cccn(Cc3ccccc3)c2=O)no1	/	-2	/	-1	/	0.2	1.7	-3	-1
CCOC(=O)c1cc2c(cn1)[nH]c1ccccc12	/	6	25	1	/	0.1	/	10	-7
Cn1cnnc1Sc1cc(N2CCNCC2)ccc1[N+](=O)[O-]	7	-1	-4	1	-3	0.4	0.2	-2	0
CC#CP(=O)(OC)C(O)(CF)c1ccccc1 (configuration not stated)	1	-6	-18	0	-1	1.1	1.0	3	7
COc1cccc(O)c1CN1CCCC(C(=O)c2ccccc2SC)C1 (configuration not stated)	-4	-7	5	5	26	-0.8	-1.6	4	-26
Cc1cc(OCC(=O)N2C[C@H]3C[C@@H](C2)c2cccc(=O)n2C3)c2c(C)cc(=O)oc2c1	4	4	-4	1	5	0.0	-0.2	-3	-2
Cc1ccc(N2C(=O)NC(=O)/C(=C\c3ccc(N4CCOCC4)cc3)C2=O)cc1	-3	6	-8	1	0	-0.4	-0.8	0	12
COc1ccc(Cl)cc1C(=O)C1CCCN(CCO)C1 (configuration not stated)	-1	-1	-1	1	0	0.8	-0.1	1	-24
O=C(O)c1ccc(-n2c(O)c(/C=C3\C=Nc4ccccc43)c(=O)[nH]c2=O)cc1	-18	-5	-23	2	-15	1.1	-1.9	4	3
COCCCn1c(N)c(C(=O)OCCOC)c2nc3ccccc3nc21	3	-6	-9	3	/	-0.4	/	4	/
CCN1C(=O)N(CC)C(=O)C2(Cc3ccccc3N3CCN(c4ccccc4)CC32)C1=O (configuration not stated)	-9	0	3	1	-20	-1.9	-0.8	0	8
N#CC(C#N)=C(C#N)c1ccc(Nc2ccccc2)cc1	-18	-7	-3	2	-10	-0.2	0.7	-8	6
CC(=NCc1ccco1)c1c(O)n(C)c(=O)n(C)c1=O	4	-8	-7	3	-25	-1.8	1.1	9	6
COC(=O)C1=C(c2ccc(F)cc2OCc2ccccc2)C[C@@H]2CC[C@H]1N2C(=O)NCc1ccc(N(C)C)cc1	/	-1	7	-1	-11	0.3	0.9	-8	19
COC(=O)C1=C(c2c(C)noc2C)C[C@@H]2CC[C@H]1N2C(=O)NCc1ccc2c(c1)OCO2	/	-1	/	-1	-1	-0.3	-0.1	1	12
Cc1ccccc1C(=O)NC(Oc1ccccc1)C(Cl)(Cl)Cl (configuration not stated)	-13	-10	4	-2	-8	-2.0	-1.9	-3	-1
CCOC(=O)c1cc(CC)sc1/N=C/c1c(O)[nH]c(=S)[nH]c1=O	/	-6	2	4	18	2.0	1.0	4	8
Cc1cc(C)n(-c2ccc(NN=C(C#N)C#N)cc2)n1	-14	-2	-31*	41*	-12	2.0	9.5	-5	12
COC(=O)CNC(=O)c1cn(CCC#N)nc1-c1ccc(F)cc1	-12	-3	-5	3	-4	0.0	0.1	-1	5
Cc1cccc(CN2C(=O)CN=C(c3ccccc3)c3ccccc32)c1	-39	-4	1	0	/	-0.5	1.7	-3	14
O=C1NC(=O)N(CCNc2ncc(C(F)(F)F)cc2Cl)C(=O)C1Cc1ccc(Cl)cc1 (configuration not stated)	-21	-3	3	0	-19	0.3	-0.1	-1	-2
Cc1ccc(S(=O)(=O)N(C)C/N=C(\N)N[N+](=O)[O-])cc1	-7	-9	-2	1	-2	-0.4	1.3	-5	-4
CCC12CN3CCN(CC(C3)/C1=N/NC(N)=O)C2	?	-4	4	1	3	0.1	-0.4	1	/
COc1ccc(CCN(C)Cc2c(F)cccc2F)cc1OC	5	-8	-6	4	-2	0.0	0.0	1	-9
Cc1c(NC(NC(=O)CF)C(Cl)(Cl)Cl)c(=O)n(-c2ccccc2)n1C (configuration not stated)	5	-3	5	-2	0	-0.3	0.6	-5	2
CC(=O)NC(Cc1ccc(N(CCCl)CCCl)cc1)C(=O)O (configuration not stated)	16	-5	-11	-1	26	0.3	0.2	0	0
CC(=O)N1N=C2C3CCN(CC3)C2C1c1ccc(Br)cc1 (configuration not stated)	-2	-2	-23	1	2	0.1	0.0	0	2
CC1=NN(c2ccccc2)C(=O)/C1=C/c1c(O)[nH]c(=S)[nH]c1=O	/	-1	0	4	-16	0.4	0.4	10	-3
Cc1ccc(-n2c(O)c(C=NCc3cccnc3)c(=O)[nH]c2=O)cc1C	3	-5	-14	2	-16	-0.2	-1.2	4	-12
CC(=O)N1N=C(c2cccnc2)OC1c1ccccc1Cl (configuration not stated)	-3	0	-4	0	2	0.1	-0.4	28	-3
Cc1ccc(C(O)(c2ccc(C)c(C)c2)C2CN3CCC2CC3)cc1C (configuration not stated)	-7	16	15	21	20	1.6	1.2	1	-6
c1ccc(CN2CCc3nc4ccccc4cc3C2)cc1	1	-3	1	2	76*	0.2	78*	2	-28
CC1=Nc2cc(C(=O)N3CCC4(CC3)OCCO4)ccc2Sc2ccc(Cl)cc21	8	-2	1	3	-10	-0.2	-0.2	-2	13
Cc1ccsc1C(=O)C1CCCN(Cc2cnn(C(C)C)c2)C1 (configuration not stated)	3	2	2	2	6	-0.2	0.2	3	-16
C=Cn1c(P(=S)(N2CCOCC2)N2CCOCC2)cc2c1CCCC2	11	-4	-2	1	6	0.5	-0.1	-3	-1
O=c1[nH]c(=S)n(-c2ccc(Cl)cc2)c(O)c1/C=N/N1CCOCC1	?	3	3	1	1	0.1	0.1	5	1
OC1/C(=C/c2ccc(F)cc2)N2CCC1CC2 (configuration not stated)	-3	-7	3	4	-9	0.1	0.1	2	-3
COC(=O)c1cc2c(s1)=NC=NP=2(N1CCOCC1)N1CCOCC1	-6&3	-4	-6	9	-10	-1.6	-1.9	-1	13

A portion of the library; the hit share may differ from the screen's.
